NPYLR7 ag – mosquito NPYLR7 agonism; 270,000 tested, 0.15% active; AID 1259423; HEK293T NPYLR7/Galpha15, GCaMP6s calcium fluorescence; activation, % at 10 µM; in the data active means activation above about 40%;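 further: 0% = vehicle and 100% = reference agonist at the receptor; some compounds past the cut are filed as inactive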
hcGAS inh – blocks human cGAS activity; Q8N884; recombinant h-cGAS, ATP depletion, Kinase-Glo luminescence; inhibition, % at 12.5 µM; 290,000 tested, 0.081% active;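 further: 0% = vehicle reaction and 100% = reaction without DNA for no activity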
Target sequence (Q8N884 whole entry, looked up): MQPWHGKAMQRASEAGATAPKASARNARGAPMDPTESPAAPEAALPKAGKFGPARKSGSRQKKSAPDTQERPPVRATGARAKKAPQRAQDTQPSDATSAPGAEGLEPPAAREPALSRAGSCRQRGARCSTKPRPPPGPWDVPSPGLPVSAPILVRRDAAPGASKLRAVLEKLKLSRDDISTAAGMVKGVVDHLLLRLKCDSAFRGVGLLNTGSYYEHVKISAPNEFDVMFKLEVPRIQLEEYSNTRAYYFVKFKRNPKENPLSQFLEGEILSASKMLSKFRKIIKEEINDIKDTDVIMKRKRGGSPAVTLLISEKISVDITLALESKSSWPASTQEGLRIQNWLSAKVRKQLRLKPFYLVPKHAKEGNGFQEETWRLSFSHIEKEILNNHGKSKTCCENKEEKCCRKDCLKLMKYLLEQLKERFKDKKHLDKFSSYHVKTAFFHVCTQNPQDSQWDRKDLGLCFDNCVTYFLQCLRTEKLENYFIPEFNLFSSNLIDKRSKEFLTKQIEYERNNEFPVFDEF
mcGAS lum – blocks mouse cGAS activity; recombinant cGAS, Kinase-Glo ATP depletion luminescence; AID 1259399; 160,000 tested, 0.15% active; inhibition, % at 12.5 µM; Q8C6L5;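 further: 0% = negative control wells and 100% = reference inhibitor with no enzyme activity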
Active calls of the source: *; . = not tested or not shown; & = joins results of further samples. Unless noted, no stated cut-off is given here; in the data, active means inhibition above about 40%; inactive means the rest.

SMILES	NPYLR7 ag	hcGAS inh	mcGAS lum
COc1ccc(CCN2CCC(CN(C)C(=O)c3ccc4nccnc4c3)CC2)cc1	1	-12	.
O=C(NCCc1csc2nc(-c3cccs3)nn12)c1ccc(Br)o1	0	7	1
COc1ccc(-n2ncc(Oc3ccc4c(c3)CCC4)c(Nc3cccc(C(=O)NCc4ccc5c(c4)OCO5)c3)c2=O)cc1	12	-7	-4
C=CCNC(=O)C(NC(=O)c1cccs1)C1CCN(C(=O)c2ccc(C(F)(F)F)cc2)CC1 (stereo not given)	8	-5	-5
CCOC(=O)c1nc2cc(Cl)c(Cl)cc2nc1N1CCN(C(=O)c2cc(OC)cc(OC)c2)CC1	.	-6	-6
O=C(NC1CCN(CCn2cc(Br)cn2)CC1)c1ccsc1	0	2	4
O=c1nc(SCc2cccc(Cl)c2)nc2ccccn12	0	-5	-6
Cc1cc(Cl)ccc1NC(=O)Cn1c2ccccc2c(=O)c2ccccc21	-2	-3	.
COc1ccc(N(Cc2ccccc2O)C(=S)NC2CC2)cc1	1	-2	-12
Cc1ccc(-c2csc3ncn(N4C(=O)CC5CS(=O)(=O)CC54)c(=O)c23)cc1 (stereo not given)	3	-6	-15
CCCC(=O)N1CCC1(C)C(=O)NS(=O)(=O)c1ccccc1C(F)(F)F (stereo not given)	-1	4	.
CC(=O)Nc1ccc(NC(=O)C(C)NC2CCCC(C)C2C)cc1 (stereo not given)	1	-4	-8
CCN(CC)CCn1c2c(c(SCC(=O)Nc3nc4ccccc4s3)nc1=O)CCCC2	-1	-8	-6
Cc1cc(C(=O)CN2C(=O)C(=O)N(CCc3cccs3)C2=O)c(C)n1Cc1ccco1	4	-1	.
COc1cccc(C(=O)NCC(=O)N=Nc2c(O)n(CCc3ccccc3)c3ccccc23)c1	2	-6	-3
CCOC(=O)C1(NC(=O)C2=NN(C)C(=O)CC2)CCCCC1	4	-6	-10
Cc1csc(C2C(N)=NC(=S)C(C#N)C23CCCCC3)n1 (stereo not given)	15	-6	.
O=C(c1cc2n(n1)CCN(Cc1c(Cl)cccc1Cl)C2=O)N1CCN(c2cccc(Cl)c2)CC1	.	-4	-4
CCOC(=O)C1(CCOC)CCN(Cc2cccc3c2oc2ccccc23)CC1	6	-7	.
CCOC(=O)N1CCc2nc(NC(=O)c3ccnn3CC)sc2C1	0	-21	-16
C=Cc1ccc(Cn2c(C)c(C(=O)NCc3ccc(F)cc3)sc2=O)cc1	13	-7	.
O=C(NCCc1nc2ccccc2o1)c1cccc(Cn2cccn2)c1	-6	-2	-10
COc1cccc2c1OCC(C(=O)N1C[C@@H]3[C@@H]4CC[C@@H](C4)[C@@H]3C1)C2 (stereo not given in full)	-4	4	.
CC1CCN(Cc2nnnn2CCCC(=O)N2CCCC2c2ccc(F)cc2)CC1 (stereo not given)	8	-6&-9	.
CCCCC(CC)C(=O)Nc1nnc(SCc2c(Cl)cccc2Cl)s1 (stereo not given)	22	-5	-6
CCN1CC(C(=O)N(CC)CC(=O)NC(C)(C)C)CC1=O (stereo not given)	0	-9	.
CN(Cc1ccccc1)Cc1cc(C(=O)NCc2cccc(F)c2F)no1	-1	-8	.
COc1ccccc1-c1ccc2c(c1)C(C)(Cc1cccc(F)c1)C(=O)N2 (stereo not given)	11	0	-1
COC(=O)c1ccc(NC(=O)CSc2nnc(C)c3cnn(-c4ccccc4)c23)cc1	-8	0	-4
COc1ccccc1N1CCN([C@H]2CN(C(=O)c3ccc[nH]3)C[C@@H]2O)CC1	0	-7	.
CCCCNCC(=O)N1c2ccccc2-n2cccc2C1c1ccc(C)cc1 (stereo not given)	4	-1	.
COc1ccc(CSCc2csc(Cc3ccc(Cl)c(Cl)c3)n2)cc1	25	-5	-4
COc1ccc(CNCc2cn(-c3ccc(F)cc3)nc2-c2ccccc2Cl)cc1OC	6	4	-4
O=C(O)c1coc(CN(Cc2cccc(Cl)c2)Cc2cccc(C(F)(F)F)c2)n1	9	-4	-4
CNC(=O)c1ccsc1NC(=O)c1cc(C)n(C)n1	3	5	.
Cc1ccc(-n2c(-c3ccccc3)n[nH]c2=S)cc1	-3	1	-1
O=C(c1cccc([N+](=O)[O-])c1)N1CCN(C(C(=O)N2CCOCC2)C2CCCC2)CC1 (stereo not given)	-1	-3	.
COCC1N(C(=O)Nc2ccccc2)C2CCC1(O)CC2 (stereo not given)	31	-1	-7
Cc1ccc(-c2cnc(SCCNC(=O)c3ccccc3)[nH]2)cc1	12	2	1
CCn1c(SCc2ccc(C(=O)OC)cc2OC)nnc1-c1c2c(nc3ccccc13)CCC2	-6	-8	-7
COCC(=O)Nc1ccc2nc(-c3cc(F)ccc3F)[nH]c2c1	-4	-9	.
CCCCN(CC)S(=O)(=O)c1ccc(C(=O)Nc2nnc(C3COc4ccccc4O3)o2)cc1 (stereo not given)	-5	-4	1
CCCCCCCCCCCCOC[n+]1ccccc1C	-12	-3	.
NC(=O)CCN(C(=O)COc1ccccc1)c1ccc(F)cc1	7	-4	-9
CS(=O)(=O)c1nc(-c2ccco2)cc(C(F)(F)F)n1	2	0	.
O=C(Cc1cc(-c2ccc3c(c2)OCO3)on1)NCCC1=CCCCC1	11	-7	-8
Cc1cc(C(=O)N2CCC(c3cn(C)c4ccccc34)CC2)n(C(C)(C)C)n1	29	-4	-7
CC(C)CC(=O)N1CCC(C(NC(=O)c2cccs2)C(=O)N2CCCC2)CC1 (stereo not given)	3	-3	-6
O=C(C1CCCO1)N1CCN(c2ncnc3c2nnn3Cc2ccccc2)CC1 (stereo not given)	-15	-4	-2
O=C(Nc1ccc(-c2cccc(-c3ccc4c(c3)OCCO4)n2)cc1)c1cc2ccccc2s1	-6	-2	1
CCc1ccc(CN2CCc3onc(-c4cccc5ccccc45)c3C2)nc1	-2	-1	2
C=C(C)CC1Nc2ccccc2NC1CC(=C)C (stereo not given)	-11	-6	.
O=S(=O)(C(=Cc1ccc2c(c1)OCO2)c1nc2ccccc2[nH]1)c1ccccc1	-2	0	.
O=C(C=Cc1cccnc1)Nc1cc(S(=O)(=O)N2CCOCC2)ccc1Oc1ccc(F)cc1	-2	-3	-3
COc1cccc2c1OCC(c1nccn1CCF)=C2	0	-7	.
O=C(Nc1ccccc1)c1cc(S(=O)(=O)NCc2ccccc2)c(Cl)cc1Cl	8	-8	-7
Cc1cccc(CSc2nnc(C(Cc3ccccc3)NC(=O)Nc3ccc(Cl)cc3Cl)n2-c2ccc([N+](=O)[O-])cc2)c1 (stereo not given)	11	0	-2
OC1CCCN(c2ncccc2CNCc2c(F)ccc(F)c2F)C1 (stereo not given)	16	-2	.
O=C1CCC(NCc2nncn2C2CCCCC2)CCN1Cc1ccccc1 (stereo not given)	10	4	-5
COc1cccc(C(C)=NNC(=O)Cc2cccn2C)c1	-2	-2	-2

Some of the entries so far, with two lines to a compound.
Below each compound: NPYLR7 ag, hcGAS inh, mcGAS lum
- CC(C)CC(=O)N1CCC(C(NC(=O)c2cccs2)C(=O)N2CCCC2)CC1 (stereo not given)
  3, -3, -6
- O=C(C1CCCO1)N1CCN(c2ncnc3c2nnn3Cc2ccccc2)CC1 (stereo not given)
  -15, -4, -2
- O=C(Nc1ccc(-c2cccc(-c3ccc4c(c3)OCCO4)n2)cc1)c1cc2ccccc2s1
  -6, -2, 1
- CCc1ccc(CN2CCc3onc(-c4cccc5ccccc45)c3C2)nc1
  -2, -1, 2
- C=C(C)CC1Nc2ccccc2NC1CC(=C)C (stereo not given)
  -11, -6, .
- O=S(=O)(C(=Cc1ccc2c(c1)OCO2)c1nc2ccccc2[nH]1)c1ccccc1
  -2, 0, .
- O=C(C=Cc1cccnc1)Nc1cc(S(=O)(=O)N2CCOCC2)ccc1Oc1ccc(F)cc1
  -2, -3, -3
- COc1cccc2c1OCC(c1nccn1CCF)=C2
  0, -7, .
- O=C(Nc1ccccc1)c1cc(S(=O)(=O)NCc2ccccc2)c(Cl)cc1Cl
  8, -8, -7
- Cc1cccc(CSc2nnc(C(Cc3ccccc3)NC(=O)Nc3ccc(Cl)cc3Cl)n2-c2ccc([N+](=O)[O-])cc2)c1 (stereo not given)
  11, 0, -2
- OC1CCCN(c2ncccc2CNCc2c(F)ccc(F)c2F)C1 (stereo not given)
  16, -2, .
- O=C1CCC(NCc2nncn2C2CCCCC2)CCN1Cc1ccccc1 (stereo not given)
  10, 4, -5
- COc1cccc(C(C)=NNC(=O)Cc2cccn2C)c1
  -2, -2, -2

Other results
SMILES	NPYLR7 ag	hcGAS inh	mcGAS lum
COc1ccc(N2C3=[N+](CCCCC3)CC2(O)c2ccc(-c3ccccc3)cc2)cc1 (stereo not given)	5	-6	-5
COC(=O)c1cc(C(=O)N2CCC(c3ccccc3)C(C)C2)ccn1 (stereo not given)	8	-7	.
CC(C)(C)CC(C)(C)c1ccc(OCC(=O)NNC(=O)CCOc2ccccc2)cc1	-4	-8	.
COc1cccc(N2CCN(C(=O)Cn3nnnc3CN3CCCC3)CC2=O)c1	2&10	-3&-9	.
Clc1ccc(Cl)c(SCc2csc(Cc3ccc4c(c3)OCO4)n2)c1	1	-3	-5
COCc1cnc2c(c1SCC(=O)Nc1cccc3ccccc13)c(=O)n(C)c(=O)n2C	4	-8	-8
COc1ccc(-c2ccc(NS(=O)(=O)c3ccc(OC)c(C)c3)cc2)nn1	0	-9	-9
O=C(c1ccc(C(F)(F)F)cc1)N1CCCC(OCC2CC2)C1 (stereo not given)	4	-5	-5
Cn1ccnc1C(NC(=O)COc1cc(Cl)ccc1Cl)c1ccccc1F (stereo not given)	5	-5	.
CC(C)c1nn(C)cc1C(=O)NC1CCOc2ccccc21 (stereo not given)	0	-17	.
O=S1(=O)c2cccc3cccc(c23)N1CCc1ccccc1	1	9	.
CN(Cc1ccco1)S(=O)(=O)c1ccc2c(c1)oc(=O)n2C	4	-3	-2
Cc1ccc(S(=O)(=O)NCCc2nnc3ccc(SCc4cccnc4)nn23)cc1	-12	0	-5
CCCCN1CCN(C(=O)c2cn(CC)cc3c(=O)n(-c4ccccc4)nc2-3)CC1	-1	-8	-8
Cc1cc2nc(C3CC3)cc(C(F)F)n2n1	-4	5	.
Cc1cccnc1NC(=O)c1ccc(=O)n(Cc2cccc(C(F)(F)F)c2)c1	11	-5	.
COc1ccc(CCN(Cc2ccc(C)o2)C(=O)CN(CCN2CCCC2)C(=O)CCc2ccccc2)cc1OC	0	-4	-5
O=C(NCCN1CCOC(c2ccccc2)C1)C(=O)Nc1ccon1 (stereo not given)	-8	-4	.
COc1cccc(Cn2c(=O)c(C(=O)NCc3ccco3)nn(-c3cccc(OC)c3)c2=O)c1	9	-6	-5
Cc1ccoc1C(=O)NCCN1C(=O)SC(=Cc2ccc(Cl)c(Cl)c2)C1=O	-1	7	.
CCOC(=O)N1CCN(Cc2nc3c(c(=O)n(C)c(=O)n3C)n2Cc2ccc(Cl)cc2)CC1	0	-7	-10
CN(C)CCN(Cc1ccsc1)C(=O)c1ccco1	1	-8	-12
Cn1c(CNc2ccc(F)cc2)n[nH]c1=S	2	-6	.
CCn1nc(C(=O)NCc2cccnc2)c(C)c1Oc1ccc([N+](=O)[O-])c(C)c1	.	-7	-4
COc1ccnc(N2C[C@H]3C[C@H](C2)[C@@H]2CCCC(=O)N2C3)n1	17	-2	.
CC(C)CN1CCC1(C)C(=O)Nc1nccc2ccccc12 (stereo not given)	1	-6	-4
CCCc1ccc(-c2nc(NC(=O)C3CCCCN3S(C)(=O)=O)sc2C)cc1 (stereo not given)	1	1	.
N#CCCNN=Cc1cc(I)c(O)c(I)c1	-1	55*	99*
Cc1ccc2nc(C)c(NC(=O)Cc3ccc(Cl)cc3)c(=O)n2c1	5	-17	.
Cn1c(SCC(=O)Nc2cccc(I)c2)n[nH]c1=O	7	-2	.
COC(=O)c1sc(N)c(C(=O)OC)c1CSc1n[nH]c(N)n1	3	-5	.
O=C(CCCc1nnc2c(=O)n(-c3ccc(Cl)cc3)ccn12)N1CCN(c2ccccc2)CC1	0	-5	-10
CCOC(=O)C1=NN(C(C)=O)C2C(=O)N(Cc3ccccc3)C(=O)C12 (stereo not given)	2	-17	-10
O=[N+]([O-])c1ccc(N=Nc2c(O)[nH]c3ccc(Br)cc23)cc1	-6	-4	.
CCOC(=O)N1CCC(C(=O)Nc2cc3c(cc2C(C)=O)OCO3)CC1	1	0	-1
CSc1nc2c(c(=O)[nH]1)C(c1ccc3c(c1)OCO3)C1C(=O)CCCC1=N2 (stereo not given)	0	-7	.
c1ccc2c3c(c(CN4CCCC4)cc2c1)COC3	5	6	.
CCOc1ccccc1NC(=O)N(Cc1ccc(OS(=O)(=O)c2cccc(C(F)(F)F)c2)cc1)C(C)C	.	1	0
CC1(C(=O)Nc2nccs2)CCN1C(=O)Cc1cccs1 (stereo not given)	-3	-5	-3
CCOC(=O)N1CCC(NC(=O)c2cc(=O)c(OCc3cccc(OC)c3)cn2C)CC1	3	-13	.
CCOc1ccc(-c2cc(=O)n(CC(=O)NC3CC3)cn2)cc1	9	-7	.
COc1cc(CCC(C)NCc2c(C)noc2C)ccc1O (stereo not given)	5	-3	-1
O=C(NC(=S)NCc1ccccc1)c1cccs1	-1	-12	.
Brc1cnc(N2CCCCC2)nc1N1CCOCC1	15	-13	-3
Cc1nc2cc(C(F)(F)F)ccc2n1C1CCN(C(=O)Cc2cccc(F)c2)CC1	-4	-5	-7
Cc1ccc(S(=O)(=O)Nc2ccc(Nc3nc(C)cc(N4CCCC4)n3)cc2)cc1	7	-7	.
CN1CCN(C(=O)Nc2ccc(Br)cc2F)CC1	10	-7	.
CS(=O)(=O)N1CCCC1C(=O)NCc1cnn2ccccc12 (stereo not given)	6	2	3
COc1ccc(F)cc1C(=O)N(CCCO)Cc1ccc(C)s1	3	3	.
CCOC(=O)CC(=O)CSc1nc2sc(C)c(C)c2c(=O)n1Cc1ccco1	1	-5	-3
COc1ccc(-c2nccn2CCc2ncccc2C)c(C)c1C	10	-5	-19
COc1ccc(N2C(=O)CC(N3CCSCC3)C2=O)cc1 (stereo not given)	2	-1	-4

Source: PubChem (Fisher Drug Discovery Resource Center)
